Screening data (PubChem)
LEDGF integ inh: blocks HIV-1 LEDGF/p75-dependent DNA integration | TR-FRET IN-LEDGF/p75 DNA integration, Eu/Cy5 | inhibition, % at 3.7 µM | actives 0.64% (n = 370,000);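 active = inhibition above the screen-wide mean plus 3 SD, cut at about 13% in these data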;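 also: signal is the Cy5 over europium emission ratio at 671 and 618 nm; 0% = plate median of compound wells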
PRMT1 FP inh: PRMT1 (human) inhibition, primary screen | Q99873 | recombinant PRMT1, activity-based probe fluorescence polarization | inhibition, % at 2.79 µM | actives 1.3% (n = 370,000) | AID 652257;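 active = inhibition above about 21% made by adding two undisclosed values, limit read from the data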
Target sequence (Q99873 whole entry, looked up): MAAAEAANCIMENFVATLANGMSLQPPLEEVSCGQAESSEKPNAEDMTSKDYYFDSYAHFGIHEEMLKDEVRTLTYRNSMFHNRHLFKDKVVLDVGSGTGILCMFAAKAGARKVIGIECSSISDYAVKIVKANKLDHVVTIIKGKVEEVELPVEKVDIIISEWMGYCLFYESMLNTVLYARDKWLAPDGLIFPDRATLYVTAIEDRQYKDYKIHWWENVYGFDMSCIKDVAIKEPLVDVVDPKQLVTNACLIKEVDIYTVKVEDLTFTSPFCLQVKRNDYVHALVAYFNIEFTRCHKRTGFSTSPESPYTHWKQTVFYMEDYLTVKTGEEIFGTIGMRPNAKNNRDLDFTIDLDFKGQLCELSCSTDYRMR
TDP2 inh: TDP2 (human) inhibition, absorbance primary screen; O95551; AID 720702; inhibition, % at 12.8 µM; recombinant TDP2, T5PNP hydrolysis, p-nitrophenol absorbance 415 nm; actives 0.34% (n = 370,000);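 active = inhibition above the mean of all tested compounds plus 3 SD, set per campaign, cut at about 25% in these data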;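 also: 0% = DMSO with enzyme and 100% = buffer with substrate but no TDP2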
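test system = human TDP2 enzyme | input = TDP2 enzyme at 120 nM final | medium = 50 mM Tris-HCl pH 7.5 with Mg2+, KCl, DTT, BSA | also added = T5PNP substrate, 5 mM | times = 2 h at 37 °C | technique = epi absorbance | benchmarks = high control without enzyme, low control DMSO plus TDP2 | replication = each compound tested once, singlicate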
PG9 binder: small molecules binding HIV-1 gp120 antibody PG9 | TR-FRET gp120-PG9 antibody binding | inhibition, % at 6.7 µM | actives 0.43% (n = 360,000); in the data active = inhibition above about 8.5%
HTRA1 inh: blocks human HTRA1 serine peptidase. inhibition, % at 5.96 µM. recombinant HTRA1, FP-rhodamine activity-based probe, fluorescence polarization. Q92743. actives 0.5% (n = 340,000); in the data active = inhibition above about 36%;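 also: 0% = enzyme with DMSO and 100% = wells lacking enzyme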
Target sequence (Q92743 whole entry, looked up): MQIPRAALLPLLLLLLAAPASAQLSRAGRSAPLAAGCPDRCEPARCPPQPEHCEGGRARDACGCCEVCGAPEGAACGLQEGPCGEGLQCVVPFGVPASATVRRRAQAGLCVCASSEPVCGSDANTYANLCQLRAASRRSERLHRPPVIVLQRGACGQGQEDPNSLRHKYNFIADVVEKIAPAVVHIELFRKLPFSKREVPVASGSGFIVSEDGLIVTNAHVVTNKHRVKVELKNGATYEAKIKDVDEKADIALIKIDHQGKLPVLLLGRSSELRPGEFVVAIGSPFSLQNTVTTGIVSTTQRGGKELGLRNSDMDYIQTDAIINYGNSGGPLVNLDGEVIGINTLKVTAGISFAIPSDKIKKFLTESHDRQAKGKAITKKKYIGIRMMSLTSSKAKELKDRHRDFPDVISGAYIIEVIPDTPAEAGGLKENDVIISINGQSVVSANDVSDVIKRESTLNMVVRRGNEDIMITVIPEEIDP
rCAG RNA binder: binds r(CAG) RNA repeats | r(CAG) RNA repeat, TO-PRO-1 dye displacement fluorescence | inhibition, % at 3 µM | actives 1.3% (n = 370,000);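 active = inhibition above the plate cutoff, the mean of all test compounds on that plate plus 3 SD, cut at about 35% in these data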;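 also: 0% = DMSO alone and 100% = 100 µM mitoxantrone as full dye displacement; higher means more dye released from RNA so lower well fluorescence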
SIAE inh: human SIAE inhibition, primary screen | inhibition, % at 9.66 µM | AID 1053197 | actives 0.69% (n = 370,000) | SIAE FP-Rh probe binding, fluorescence polarization;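 active = inhibition above a cutoff: mean of compounds within the control limits plus 3 SD of those, cut at about 17% in these data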;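 also: 0% = plate median of compound wells and 100% = probe without SIAE protein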
NR1D1 modulator: modulates human Rev-erb alpha binding to DNA | P20393 | Rev-erbα–FITC-DNA binding, fluorescence polarization, 90 min | activity, % at 10 µM | actives 0.79% (n = 370,000) | AID 1259318;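 active = activity above about 14%, limit read from the data; passing the limit was not always enough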;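 also: 0% = DMSO wells with 35 nM protein and 100% = DMSO wells with 750 nM protein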
TCR-CD3 inh: blocks the human TCR-CD3 interaction | TAMRA-labeled TCR probe fluorescence, biochemical | actives 0.37% (n = 360,000) | inhibition, % at 9.4 µM; in the data active = inhibition above about 19%;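 also: recombinant mutant TCR 2C K166C tagged with TAMRA read by polarization; 0% = receptor in buffer alone and 100% = receptor with positive control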
mABHD4 FP: ABHD4 (mouse) inhibition, primary FP screen | Q8VD66 | purified mABHD4, FP-Rh probe fluorescence polarization | inhibition, % at 8.92 µM | actives 0.54% (n = 370,000) | AID 720543;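 active = inhibition exceeding the mean over every tested compound plus 3 SD, cut at about 30% in these data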;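 also: 0% = plate median of compound wells and 100% = S159A mutant with DMSO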
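Assay system: mABHD4 protein; medium: HEPES pH 7.0, NaCl, Pluronic buffer; dosing: 8.92 µM, single dose; schedule: 45 min + 60 min at 25 °C; signal: FP readout, ex 525 nm / em 598 nm; read-out: normalized percent inhibition of probe labeling; repeats: single replicate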
Numbers without * were called inactive; x = not tested or not shown. An excerpt; the hit share may differ from the screen's.

SMILES	LEDGF integ inh	PRMT1 FP inh	TDP2 inh	PG9 binder	HTRA1 inh	rCAG RNA binder	SIAE inh	NR1D1 modulator	TCR-CD3 inh	mABHD4 FP
Cc1ccc(-c2nc3c4ccccc4ccn3c2Cc2cccc(F)c2)cc1	0	6	-2	-0.4	x	7	-7	11	-5	-7
O=C(c1ccc(F)cc1)N1CCN(Cc2ccccc2Br)CC1	1	1	8	-1.5	3	-1	-2	4	6	16
CC(NC(=S)NC1CCCCC1)c1ccc(C(C)(C)C)cc1 (stereo not given)	1	2	-1	1.8	-12	-4	-7	3	-6	-18
COC(=O)CSc1ccc(-c2nc3ccc(C)cc3[nH]2)cn1	4	6	0	1.8	-7	3	-19	0	6	-9
C[C@H](NC(=O)c1nc[nH]c1C(=O)NCc1ccc(CNC(=O)OC(C)(C)C)cc1)C(=O)OCc1ccccc1	-3	0	-3	1.2	-21	-3	-18	-1	1	-40
N#Cc1ccccc1CN1C(=O)S/C(=C/c2cccn2-c2ccc(C(=O)O)cc2)C1=O	5	6	-2	3.1	0	7	2	-19	-2	-2
O=C(O)C1C2C=CC(C2)C1C(=O)NCCCn1ccnc1 (stereo not given)	-2	0	1	-0.8	6	1	1	-3	2	7
CCc1ccccc1N(C1=NCCCS1)S(=O)(=O)c1ccc(C(C)(C)C)cc1	0	1	-14	-1.5	-12	2	-6	6	2	-5
CCCCn1c(N)c(N(CC)C(=O)c2ccc(N(C)S(=O)(=O)c3ccc(C)cc3)cc2)c(=O)[nH]c1=O	0	-3	1	-0.5	5	1	4	-9	-6	-1
O=C(CN(c1ccccn1)S(=O)(=O)c1ccccc1)Nc1ccccc1	-2	1	-5	1.1	-2	-5	-3	-2	-4	-6
O=C(CCC(=O)N1CCN(S(=O)(=O)c2ccccc2)CC1)c1ccc(Br)cc1	1	0	-3	-1.0	1	-1	2	-3	2	2
Cc1coc2c(C)c3oc(=O)c4c(c3cc12)CCCC4	1	-3	10	0.2	-5	8	0	16	5	1

Whole records, looked up by structure.
Entry for Cc1coc2c(C)c3oc(=O)c4c(c3cc12)CCCC4 → LEDGF integ inh: 1; PRMT1 FP inh: -3; TDP2 inh: 10; PG9 binder: 0.2; HTRA1 inh: -5; rCAG RNA binder: 8; SIAE inh: 0; NR1D1 modulator: 16; TCR-CD3 inh: 5; mABHD4 FP: 1
Entry for N#Cc1ccccc1CN1C(=O)S/C(=C/c2cccn2-c2ccc(C(=O)O)cc2)C1=O → LEDGF integ inh: 5; PRMT1 FP inh: 6; TDP2 inh: -2; PG9 binder: 3.1; HTRA1 inh: 0; rCAG RNA binder: 7; SIAE inh: 2; NR1D1 modulator: -19; TCR-CD3 inh: -2; mABHD4 FP: -2

The results go on:
SMILES	LEDGF integ inh	PRMT1 FP inh	TDP2 inh	PG9 binder	HTRA1 inh	rCAG RNA binder	SIAE inh	NR1D1 modulator	TCR-CD3 inh	mABHD4 FP
Cn1cc(C[C@H](NC(=O)OC(C)(C)C)C(=O)N[C@H](CO)Cc2ccccc2)c2ccccc21	1	-4	3	1.5	-7	-2	6	8	2	7
Cc1cc(Cl)ccc1N1C(=O)CC(SCCC(=O)O)C1=O (stereo not given)	2	8	1	-2.8	9	0	-1	-3	3	5
COCCCNc1nc(CC(C)C)nc2c1nnn2Cc1ccccc1	4	-1	-13	0.4	-5	1	-2	4	-1	4
CCOC(=O)c1cnc(SC)nc1N1CCCC1	-2	-2	29*	-2.3	-15	-2	-5	0	1	4
O=C(Nc1cccc(C(=O)Nc2ccc(F)cc2F)c1)c1ccccc1	0	-1	-3	3.9	-15	1	-1	-6	1	-8
COC(=O)[C@]12CCCCC=C1N(Cc1ccc3c(c1)OCO3)C(=O)[C@H](CC(=O)NCCCN1CCCC1=O)C2	0	-1	-7	2.0	x	2	0	-8	6	3
CC(C)Oc1ccc(C2CC(=O)NC3=C2C(=O)CCC3)cc1 (stereo not given)	-2	-2	-1	-2.2	4	2	-1	-4	14	1
COc1ccc(OC)c(S(=O)(=O)Nc2ccc(C(=O)Nc3cc(C)on3)cc2)c1	0	-3	4	x	x	5	1	-6	x	-3
Cc1ccc(O)c(C(=O)c2cnc3c(c2)CN(CCC(C)C)C(=O)N3)c1	1	-1	5	-0.3	-22	5	-3	5	0	-11
CC(C)(CO)NS(=O)(=O)c1ccc2c(c1)oc(=O)c1cc(S(=O)(=O)NC(C)(C)CO)ccc12	-1	6	4	0.3	-13	17	-4	4	0	0
COC(=O)C1=C(C)N(Cc2ccc(C)cc2)C(=O)C1	-2	1	12	-1.5	-5	2	9	-1	5	2
N#C/C(=N\Nc1ccc([N+](=O)[O-])cc1)C(N)=S	0	-2	-1	-5.8	-2	4	-12	35*	-9	4
COc1ccc(Nc2cc3n(c(=O)n2)CCc2cc(OC)c(OC)cc2-3)cc1	0	1	-11	-1.8	5	6	-6	-1	-2	-2
O=C(C1CC1)N1CCc2cc(S(=O)(=O)NCc3ccccc3)ccc21	3	-5	-18	-2.5	-9	5	-3	2	-6	-13
COc1ccccc1/C=C1\SC(=S)N(CCC(=O)NCCCN2CCOCC2)C1=O	5	2	1	-3.6	7	-2	0	-2	2	-6
COc1ccccc1/C=C/C(=O)OCC(=O)Nc1c(F)cccc1F	4	2	3	0.1	8	-7	-5	-2	1	-4
COc1ccc(C(=O)N2CCCC2(C)C(=O)NCC(C)C)cc1C(F)(F)F (stereo not given)	4	-9	10	0.8	x	0	2	4	0	3
CCNC(=O)CON=C1c2ccccc2-c2ccccc21	-4	2	-2	1.7	-4	0	3	9	0	0
Cc1cc(NC(=O)CSc2ncnc3c2cnn3-c2cccc(Cl)c2)no1	4	-2	-1	0.8	5	-1	-2	-3	2	0
Cc1cc(NC(=O)CSc2nc3ccsc3c(=O)n2Cc2ccccn2)n[nH]1	-3	18	8	-1.7	7	-2	12	-1	-2	7
O=C(c1ccccc1)C1CCN(C(=O)C2CCC(=O)N(Cc3ccccc3F)C2)CC1 (stereo not given)	2	-1	3	0.5	15	-8	-2	-1	1	0
Cc1ccc2c(c1)nnn2C1CCN(S(=O)(=O)c2ccc(C(=O)O)cc2)CC1	-4	4	2	0.5	8	10	-7	-2	5	12
Cn1nc(C(=O)NNc2c(F)c(F)cc(F)c2F)c2ccccc2c1=O	5	-5	11	-0.6	-7	0	10	-11	-1	-5
NS(=O)(=O)c1ccc2nc(NC(=O)c3ccc(Br)o3)sc2c1	-1	1	5	-1.1	-13	7	-3	-1	5	-16
CC(C)[C@H](NC(=O)C1CC(=O)N(c2ccc3c(c2)OCCO3)C1)C(=O)NC1CCCC1 (stereo not given in full)	5	0	3	-0.2	0	-5	2	3	-1	1
CCCC1=[N+](CC)CCn2c(C)ccc21	-1	3	2	-0.7	12	-3	0	2	-5	1
COc1ccc(Cl)cc1NC(=O)CN(C)CC(=O)N(CC(C)C)c1c(N)n(CC(C)C)c(=O)[nH]c1=O	-2	5	5	-2.6	-11	-2	1	3	-8	7
CCOC(=O)c1ccc(NC(=S)NCCc2ccccc2F)cc1	5	-5	-19	-1.3	-25	2	0	0	1	-23
CCCCNC(=O)C1(C)CCN1C(=O)c1cccc2c1OCCO2 (stereo not given)	-4	8	-16	2.0	x	0	-7	1	-3	-9
O=C(c1ccco1)N1CCN(Cc2ccc(Cl)cc2)CC1	2	-1	4	-0.1	11	-8	3	0	7	5
COc1ccc2cc(C[C@@H]3CC[C@@H](CNC(N)=O)O3)ccc2c1	-4	-2	1	-0.8	1	1	1	-7	-3	7
CCCn1c(=O)c(C(=O)NNS(=O)(=O)c2ccc(C)cc2)c(O)c2ccccc21	0	2	-3	0.1	-23	16	0	3	-10	19
Cc1ccc(NC2CCCN(C(=O)c3ccc(-n4ccnc4)cc3)C2)cc1C (stereo not given)	0	-3	-12	-3.6	6	-4	-8	11	4	-3
O=C(NCCC1=CCCCC1)c1cnccn1	3	1	-1	-2.0	6	0	6	0	-6	-6
O=C1CC(=O)N2N=C(c3ccc([N+](=O)[O-])cc3)SC2=N1	0	3	9	-0.2	5	25	13	3	0	26
CC(/C=N/NC(=S)Nc1cccc(S(=O)(=O)N(C)C)c1)c1ccccc1 (stereo not given)	-2	4	6	0.5	-4	5	10	0	-1	4
CC(C)NC(=O)c1onc(CSc2ccc(F)c(F)c2)c1C(=O)NC(C)C	1	0	-14	1.5	-13	-10	-3	0	0	-11
CC(OC(=O)Cn1[nH]c(=O)c2ccccc2c1=O)C(=O)Nc1ccc(F)cc1 (stereo not given)	-1	1	1	-1.2	0	-4	-3	5	0	4
CC1CCN(S(=O)(=O)c2ccc3[nH]c(=O)ccc3c2)CC1	1	-4	12	0.0	-1	2	2	4	0	-4
CCn1c(NCc2ccc(N(C)C)cc2)nc2ccccc21	-4	0	-8	-5.7	-10	-3	5	-3	7	3
CC(=O)N/C(=C/c1ccc2c(c1)OCO2)C(=O)NC(Cc1ccccc1)C(=O)O (stereo not given)	7	1	-36	-4.9	2	4	-3	-5	-4	-2
COc1cccc(-n2c(=O)n(Cc3ccccc3)c(=O)c3[nH]cnc32)c1	3	9	12	-1.2	12	-3	1	3	2	-5
CCCC(O)(CCN1CCCCC1)c1ccc(OCC)cc1 (stereo not given)	7	-2	-3	0.8	0	0	1	5	1	0
COc1ccc(C(=O)N2CCC3(CC2)NCCc2[nH]cnc23)cc1OC	1	-4	0	-1.4	0	-2	6	-7	7	1
Cc1c(C)c2c(C)nn(-c3ccccc3)c2[nH]c1=O	-2	1	1	-0.1	-2	1	2	-4	-4	3
COc1ccc(CCC(=O)N2CCN(S(=O)(=O)c3ccc(C)cc3)CC2)cc1	-5	6	-2	-0.3	2	-1	2	-2	-5	-10
O=C(O)c1ccc2c(c1)C(=O)N(c1cc(C(=O)O)ccc1Br)C2=O	1	-1	-1	2.2	9	2	-8	2	-5	4
CC1CC(=O)Nc2ccccc2N1C(=O)Cn1cnc2ccc(Br)cc2c1=O (stereo not given)	-6	4	0	-1.6	-5	-2	-4	1	-2	-5
CCN(C(=S)Nc1cccnc1)c1cccc2ccccc12	-4	4	-2	-2.2	4	-1	3	1	-2	7
Cc1cc(NC(=O)c2cccc(S(=O)(=O)N3CC(c4ccccc4)CC3=O)c2)no1 (stereo not given)	-2	-1	-8	0.6	-12	3	-1	-7	-1	-7
CCCNC(=O)CCn1c(=S)oc2ccccc21	-1	-1	3	-2.1	6	-5	3	-4	2	0
C=CCNc1nc2cc(-c3ccc(C(=O)N4CCOCC4)cc3)sc2c(=O)n1C	-2	2	10	0.7	x	2	-24	-9	0	1
N#Cc1nc(COc2ccccc2F)oc1NCc1ccc(F)cc1	3	-3	5	-1.8	-30	4	6	1	2	-13
COc1ccc(C2CC(=O)C(c3cccc(F)c3)=CN2Cc2ccccc2)cc1 (stereo not given)	3	1	-10	-0.8	x	2	-6	12	5	-11
COc1cc(C(=O)N2CCN(Cc3ccc4c(c3)OCO4)CC2)cc(OC)c1OC	-4	1	-4	-0.7	8	-6	-2	-1	-4	13
